# Autophagy HCS – alters autophagy in cells. AID 463193. MEF GFP-LC3 puncta imaging; test concentration mostly 10 µM. calls only at 10 µM (by protocol). 190,000 compounds, 0.98% hits;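 active means percentage of spot-positive cells more than 3 SD above its plate mean, without a fluorescence outlier flag or 80% toxicity; inconclusive means no clear call, values can overlap the other calls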;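 further: spot-positive cell cutoff set from DMSO-treated cells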
# Yfh1-off respiration – mitochondrial function rescue without frataxin homolog – Friedreich's ataxia, plus single-dose screen, dose response (AID 1465); S. cerevisiae Yfh1-off respiration, WST-1 reduction, 72 h; higher fold induction means a stronger effect; one-dose fold induction at 50 µM; EC50 in µM for titrated hits; 220,000 compounds, 0.074% hits;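 active means fold induction of absorbance versus untreated yeast above a set limit, then at least 30% activation at any dose in follow-up; inconclusive means repeats straddling the limit, or above it without dose testing; inactive means fold induction below the set limit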;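 further: activators that raise dye reduction in frataxin-depleted yeast; strong numbers were not always called active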
# NOD2 inhibition – inhibition of NOD2-driven NF-kB reporter – cell-based, luminescence, uHTS, HEK293 (AID 1566). one-dose inhibition, % at 4 µM; EC50 in µM for titrated hits. 290,000 compounds, 0.63% hits. HEK293 NOD2/NF-kB luciferase reporter, luminescence; higher % means a stronger effect; in the data active means inhibition above about 50%; further: many of its hits are not listed in these tables
# NOD1 inhibition – NOD1 signaling inhibitors, primary screen, cell-based, luminescence, uHTS (AID 1578). NOD1-driven NF-kB luciferase reporter cells, luminescence; higher % means a stronger effect. one-dose inhibition, % at 4 µM; EC50 in µM for titrated hits. 290,000 compounds, 1% hits; in the data active means inhibition mostly above about 36%, no sharp cut-off; inactive means mostly below about 34%;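 further: HEK-293T reporter cells stimulated with the NOD1 agonist gamma-tri-DAP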
# MT stabilize HCS – microtubule stabilization, imaging screen; AID 2205; % tubulin-high responders, % at 10 µM; 200,000 compounds, 0.83% hits; HeLa tubulin immunostaining HCS, 24 h; share of cells brighter than vehicle mean+2SD;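 active means plate Z-score above 3 for both tubulin-high and condensed-nucleus cell shares, with cell loss under 80%, at 10 µM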;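 further: anti alpha tubulin signal scored within the nucleus-defined area of each cell; some results filed as inactive read as strong as hits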
# Dynein cargo inh – blocks dynein driven cargo transport along microtubules | 3617.4 mouse cells, GR-EGFP nuclear translocation imaging; test concentration mostly 20 µM; stimulated with dexamethasone, 1 µM; active compounds read low | z-score, hits read low | 220,000 compounds, 0.47% hits | AID 1381;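 active means plate z-score of nuclear minus cytoplasmic receptor signal below a set negative limit, without overly bright fluorescence or cell loss, cut at about -3.5 in these data, passing the limit was not always enough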;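 further: z-score of nuclear minus cytoplasmic ring GR-EGFP intensity difference per well; some compounds called inactive have numbers as strong as hits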
#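 Also added – dexamethasone, 1.0 µM final · Buffer or medium – tet-free, stripped-serum medium · Schedule – induction 48 h, compound 1 h, agonist 30 min · Detection – formaldehyde fixation, Hoechst nuclear stain, 10x automated fluorescence imaging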
# M17LAP inhibition – P. falciparum M17LAP inhibitors, primary screen, biochemical, fluorogenic H-Leu-NHMec substrate, 1536-well (AID 1619); 220,000 compounds, 0.38% hits; recombinant M17LAP, H-Leu-NHMec fluorogenic kinetic assay; higher % means a stronger effect; inhibition, % at 30 µM; hits with a dose series show IC50 in µM;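 active means compound inhibiting the enzyme by more than half at any dose during confirmatory dose-response retesting; inconclusive means strong single-dose inhibitors picked by rank but not retested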;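 further: plate controls were full reaction with DMSO carrier for no effect and no enzyme background for full effect; strong numbers were not always called active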
# b-catenin transl – alters nuclear translocation of beta-catenin in HeLa cells; immunofluorescence imaging; 190,000 compounds, 0.3% hits; nuclear translocation activity, % at 5 µM;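 active means nuclear translocation activity above 50% at 5 µM, with a well cell count of 50 or more; inconclusive means wells under 50 cells across six images, flagged as toxic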;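 further: per-cell ratio of nuclear to cytoplasmic median beta-catenin stain intensity; plate controls were DMSO negative control for no effect and GSK-3 inhibitor IX positive control for full effect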
#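 Assay system: human HeLa cells, native beta-catenin; doses: 5 µM primary, 0.02–20 µM confirmation; incubation: compound treatment 24 h, 37°C, 5% CO2; technique: fluorescence imaging of beta-catenin antibody stain plus DAPI; measure: % activation, nuclear-to-cytoplasmic median beta-catenin signal ratio per cell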
# Insulin prom up – MIN6 insulin promoter up-regulation; MIN6 insulin promoter-GFP reporter, high-content imaging; active compounds read high; 190,000 compounds, 0.3% hits; AID 1625; z-score at 5 µM;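 active means z-score above 3 at 5 µM with at least 500 cells counted in the well; inconclusive means wells under 500 cells, flagged as cytotoxic or low count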
# Dynein cargo inh cytoplasmic EGFP – recorded beside Dynein cargo inh, whose call it bears; z-score; measured here: cytoplasmic GR-EGFP intensity; active compounds read high
# Dynein cargo inh nuclear GR-EGFP – recorded beside Dynein cargo inh, whose call it bears; z-score; measured here: nuclear GR-EGFP intensity;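 lower value marks the stronger effect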
# Dynein cargo inh cell count – also measured in Dynein cargo inh; calls as there; z-score; measured here: cell count per field
# Insulin prom up cell count – also measured in Insulin prom up; calls as there; cell count; measured here: cytotoxicity, nuclei count;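 total cells summed across four imaged fields per well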
# b-catenin transl cell count 5 µM – also measured in b-catenin transl; calls as there; cell count; measured here: cell count, cytotoxicity flag
# MT stabilize HCS Hoechst-high % – also measured in MT stabilize HCS; calls as there; % Hoechst-high responders; measured here: nuclear condensation Hoechst responders;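 share of cells brighter than vehicle mean plus two SD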
# MT stabilize HCS cytotoxicity % – further read-out of MT stabilize HCS, marked with its call; toxicity, %; measured here: cytotoxicity by cell density;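 0% = mean cell density of plate MIN control wells and 100% = no cells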
# Autophagy HCS cell loss 18 h – also measured in Autophagy HCS; calls as there; toxicity, %; measured here: cell loss, nuclei count;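 cell loss after 18 h compound exposure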
# Numbers without * were called inactive; i = inactive; ? = inconclusive; . = not tested or not shown. A portion of the library; count on the stated rates, not on these rows.
no.	Structure	Autophagy HCS	Insulin prom up cell count	Insulin prom up	b-catenin transl cell count 5 µM	Yfh1-off respiration	b-catenin transl	NOD2 inhibition	Autophagy HCS cell loss 18 h	MT stabilize HCS	Dynein cargo inh nuclear GR-EGFP	Dynein cargo inh cell count	NOD1 inhibition	MT stabilize HCS cytotoxicity %	Dynein cargo inh cytoplasmic EGFP	Dynein cargo inh	MT stabilize HCS Hoechst-high %	M17LAP inhibition
1	O=C(OCCN1C(=O)c2ccccc2C1=O)c1cccc(OC(F)F)c1	i	1563	-0.05	1346	i	-0.2	-5%	-1	2.2	-0.28	0.92	-11%	13	-0.21	-1.3	3.8	14%
2	CCc1ccc(NS(=O)(=O)c2cc(OC)ccc2OC)cc1	i	1063	0.53	818	i	-1.5	16%	40	7.2	0.44	-0.26	17%	12	-0.14	1.3	2.7	7%
3	O=C(Cc1ccccc1)N/N=C/c1ccccc1F	i	1596	0.17	1099	i	0.4	11%	9	3.6	0.0063	-0.48	-16%	9.0	-0.27	0.35	2.3	9%
4	O=C(CSc1nnc(-c2ccc3c(c2)OCO3)n1-c1ccccc1)c1ccc(Cl)cc1	i	1278	0.99	.	i	.	-2%	-4	1.9	0.55	-0.073	-35%	0.5	-0.23	0.88	2.7	-3%
5	O=C(Nc1ccc(F)cc1)Nc1csc2ccccc12	.	992	-0.57	1384	i	-1.4	-23%	.	.	0.65	0.34	-12%	.	-0.27	0.47	.	5%
6	O=CN1CCN(C(=O)COc2ccc(Cl)cc2Br)CC1	i	1307	-0.11	525	i	1.4	-4%	35	3.2	0.22	0.55	-36%	5.5	-0.15	0.089	2.3	-3%
7	O=C(NC1CCS(=O)(=O)C1)c1sc2ccccc2c1Cl (stereo not given)	i	1075	0.14	1115	i	0.1	0%	-12	1.2	-0.12	-0.34	-36%	8.9	-0.21	-0.085	2.6	4%
8	CC1CCCC(C)N1C(=O)COC(=O)CCc1nc2ccccc2c(=O)[nH]1 (stereo not given)	i	1365	0	1012	i	-0.4	-2%	11	1.1	-0.17	0.65	-20%	1.9	-0.28	0.44	0.8	-3%
9	CCCCC(=O)C1=C(N2CCCC2)CC(C)(C)CC1=O	i	.	.	.	i	.	.	-7	1.8	0.098	-0.12	.	1.2	-0.21	0.22	1.8	-6%
10	C/C(=N/NC(=O)c1ccc(O)cc1)c1cccc([N+](=O)[O-])c1	i	1258	0.11	1026	i	2.0	6%	5	2.6	-0.027	0.089	-15%	0.9	0.057	-0.18	1.3	5%
11	CCOC(=O)C(NC(=O)Nc1ccc(C(N)=O)cc1)(c1ccccc1)C(F)(F)F (stereo not given)	i	1269	1	458	i	-0.4	-24%	1	4.9	1.3	-0.65	13%	5.8	-0.21	0.71	2.2	-7%
12	Cc1ccc(SCCC(=O)NC(C)(C)C)cc1	i	.	.	1039	i	2.3	-18%	-7	5.2	0.95	-1.9	-45%	5.1	-0.052	0.87	2.3	7%
13	COc1ccccc1OCCNC(=O)C(=O)c1c[nH]c2ccccc12	.	1033	0	1343	i	0.6	-1%	.	.	0.36	0.25	-13%	.	-0.2	-0.047	.	-1%
14	COCCN(C(=O)CCC(=O)Nc1ccccn1)C(C(=O)NC1CCCC1)c1ccc(OC)cc1 (stereo not given)	i	.	.	1174	i	0.0	7%	-6	2.5	0.7	-0.54	-30%	11	0.00016	-0.022	1.7	4%
15	CCCCN1C(=O)C2ON(c3ccccc3C)C(c3ccco3)C2C1=O (stereo not given)	i	1257	0.17	.	i	.	0%	-4	3.7	0.82	-1.1	2%	4.7	-0.14	1.5	2.5	-9%
16	COC(=O)CN1C(=O)N(c2ccccc2)C(N(O)C(=O)Nc2ccccc2)C1(C)C (stereo not given)	i	1226	1.4	1179	.	-1.1	9%	5	2.3	-0.26	0.38	1%	7.0	-0.095	-0.35	1.2	7%
17	O=C1CSC(c2cccc(Cl)c2Cl)N1c1ccccn1 (stereo not given)	i	1271	-0.08	1049	i	0.4	10%	9	1.3	0.54	-1	15%	7.1	-0.14	1.7	3.2	-40%
18	CCOC(=O)c1ccc(NC(=S)NCCCN2CCCC2=O)cc1	i	1466	2	1554	i	1.6	-11%	5	1.2	0.85	-0.6	9%	6.6	-0.28	0.99	1.1	-7%
19	Fc1ccc(-c2nc(-c3cccs3)no2)cc1	.	1010	0.14	1310	i	0.1	-33%	.	.	0.66	0.13	5%	.	-0.25	0.17	.	1%
20	COc1cc(CC(=O)NNC(=O)c2cc(C)oc2C)cc(OC)c1OC	i	1433	0.04	1091	i	-1.0	15%	-6	4.4	-0.073	1.2	-9%	8.7	-0.29	-0.16	3.3	2%
21	CC(C)(C)c1ccc(C(=O)NNC(=O)c2ccc(Cl)cc2)cc1	i	1340	0.01	962	i	-0.3	13%	-19	2.1	-0.38	0.058	-7%	5.6	-0.29	-0.29	2.6	9%
22	COc1ccc(Cl)cc1NC(=O)C/C(C)=N/NC(=O)CC#N	i	1858	-0.33	1151	i	-4.6	9%	11	3.9	-0.45	-0.72	-12%	0.8	-0.04	-0.57	0.9	-2%
23	Cc1cccc(C)c1OCc1nc2ccccc2[nH]1	i	1288	0.4	.	i	.	-19%	4	2.1	-0.59	0.65	-22%	2.0	-0.042	-0.91	4.6	5%
24	CCC(=O)Nc1ccc(C(=O)NNC(=O)c2ccc([N+](=O)[O-])cc2)cc1	i	1551	1.3	1067	i	-0.9	21%	2	8.6	-0.54	1.5	-18%	4.7	-0.27	-0.89	0.9	-7%
25	COc1ccc(CCN(C)CCC(=O)Nc2c(C)cc(C)cc2C)cc1OC	i	.	.	.	i	.	-12%	11	3.7	-0.65	1.3	-5%	6.1	-0.19	-0.85	1.7	-16%

# Following part
no.	Structure	Autophagy HCS	Insulin prom up cell count	Insulin prom up	b-catenin transl cell count 5 µM	Yfh1-off respiration	b-catenin transl	NOD2 inhibition	Autophagy HCS cell loss 18 h	MT stabilize HCS	Dynein cargo inh nuclear GR-EGFP	Dynein cargo inh cell count	NOD1 inhibition	MT stabilize HCS cytotoxicity %	Dynein cargo inh cytoplasmic EGFP	Dynein cargo inh	MT stabilize HCS Hoechst-high %	M17LAP inhibition
26	N#C/C(=C(/O)c1ccc([N+](=O)[O-])cc1)c1nc2ccccc2[nH]1	.	.	.	1295	i	0.5	-23%	.	.	0.96	-0.79	4%	.	-0.25	0.77	.	0%
27	O=C(O)/C=C/c1ccc(S(=O)(=O)NCc2ccco2)cc1	i	1243	0.17	1106	i	-3.3	12%	-2	3.7	0.22	-0.2	-19%	10.0	-0.086	-0.27	4.5	0%
28	Cc1ccc(-n2c(C)cc(/C=N/NC(=O)CN(c3ccc(C)cc3C)S(C)(=O)=O)c2C)cc1	i	1194	0.09	1116	i	4.1	-1%	-11	3.0	0.26	0.46	-8%	8.5	-0.23	-0.21	1.2	9%
29	COc1ccc(/C=C(/C#N)C(=O)Nc2ccccc2C)cc1C(=O)O	i	1511	0.44	1115	i	-1.9	-5%	-2	2.0	0.25	-0.58	-16%	5.1	-0.22	0.011	2.1	52%
30	CN(C)S(=O)(=O)N1C(=O)c2ccccc2C1=O	.	.	.	989	i	1.1	14%	.	.	0.73	-0.5	-3%	.	0.65	1.3	.	3%
31	CCn1c2ccccc2c2cc(NC(=O)c3ccccc3[N+](=O)[O-])ccc21	i	.	.	913	i	0.0	-8%	4	3.3	0.28	-0.051	-4%	6.2	-0.26	0.46	4.4	7%
32	S=C(NCc1ccco1)N1CCN(c2ccccc2Cl)CC1	i	1572	0.04	1081	i	-2.5	-4%	11	4.8	0.55	0.15	-23%	3.8	-0.3	-0.34	3.9	7%
33	CCOC(=O)C(=O)NCc1ccc(/C=C2/N=C(C)C(C(=O)OCC)=C2O)o1	i	1439	-0.53	1049	i	2.0	17%	-3	1.9	-0.15	0.71	-32%	7.1	-0.34	-0.56	2.8	35%
34	Cc1cccc(N(Cc2ccccc2)C(=O)CCl)c1	?	933	0.88	909	i	0.4	-50%	.	4.2	-2.7*	-0.88*	-32%	4.1	1.5*	-5.7*	4.1	-6%
35	CCOC(=S)SCC(=O)Nc1nc(-c2ccccc2)cs1	i	1009	-0.07	1005	i	12	-23%	12	9.4	0.086	-0.65	-17%	5.0	-0.12	-0.15	1.9	7%
36	O=C(C1CC(c2ccc(F)cc2)=NO1)N1CCCc2ccccc21 (stereo not given)	i	847	-0.64	1222	i	-0.8	6%	-1	1.1	0.66	-1.5	-10%	15	0.12	1	1.3	-6%
37	COC(=O)c1ccc(NC(=O)CC2C(=O)N(C)C(=S)N2Cc2ccc(S(N)(=O)=O)cc2)cc1 (stereo not given)	.	1270	0.22	1320	i	1.4	20%	.	.	0.37	0.33	4%	.	-0.29	0.63	.	3%
38	Cc1csc(SCC(=O)Nc2cccc(S(=O)(=O)N3CCOCC3)c2)n1	i	1676	0.46	1087	i	-2.1	25%	18	1.7	-1.1	1.5	-6%	8.0	-0.2	-1.4	1.7	15%
39	O=C(Cc1n[nH]c(=O)c2ccccc12)Nc1ccc(-c2nnc3n2CCCCC3)cc1	i	743	-0.43	.	i	.	6%	-8	1.5	-0.18	0.32	8%	4.3	-0.26	-0.77	1.7	5%
40	COCCNC(=O)c1ccc2c3n(nc2c1)-c1ccc(C)cc1CO3	.	813	1.3	1038	i	0.1	-43%	.	.	1.3	-1.7	3%	.	0.1	2.1	.	-18%
41	CNC(=O)CNC(=O)Nc1ccc(C)cc1	i	1160	-0.02	1069	i	-3.3	-1%	10	5.1	0.72	0.34	-15%	8.4	-0.35	0.87	2.0	-1%
